Screening results as filed in PubChem.
A549 tox: kills or reduces viability of A549 cells in Nrf2 counter-screen; AID 504648; Potency, µM (series often up to 46 µM), without a hit: at the highest dose activity change, negative = cytotoxicity, hits mostly inhibitors; 390,000 tested, 0.16% active; A549 ARE-Fluc cells, CellTiter-Fluor viability, 18-24 h; note: potency is the fitted concentration of half-maximal effect; % is set by controls: 0 for no effect and ±100 for the full control effect
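Cytotoxicity counterscreen: CellTiter-Fluor fluorescence was measured in A549 ARE_Fluc cells after 18-24 h of compound exposure in a concentration series. The subsequent BugLite luminescent read reports ARE-luciferase activity.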
MCF10A rereplic: DNA re-replication induction in MCF 10a cells. 350,000 tested, 2.9% active. Potency, µM (doses to about 46.1 µM), without a hit: top-dose activity, positive = re-replication, most hits filed as activators. MCF 10A DNA re-replication, Hoechst nuclear intensity, 48 h; note: potency is the fitted concentration of half-maximal effect; % of control where 0% means no effect; nearly all actives have a fitted effect of over 50% in size
Nrf2 ARE act: Nrf2 pathway activation. AREc32 ARE-luciferase reporter (MCF7-derived line), luminescence, 24 h. Potency, µM (series often up to 46.1 µM), without a hit: at the top dose activation, hits mostly activators. 410,000 tested, 0.31% active; note: potency is the fitted concentration of half-maximal effect; % of control where 0% means no effect; nearly all actives have a fitted effect of over 65% in size
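ARE-driven firefly luciferase activity in AREc32 cells measured after a 24 hr compound exposure at 37 deg C, using Steady-Glo reagent and a 30 min room-temperature hold.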
IL1B secr inh: blocks inflammasome-driven IL-1 beta release. activity change, % at 57.5 µM. 360,000 tested, 4.7% active. THP-1 LPS/ATP IL-1B secretion, AlphaLISA, 16 h; active compounds read low. AID 743279; in the data active = activity change below about -50%; inconclusive = mostly about -30% to -49%; note: % is set by controls: 0 for no effect and ±100 for the full control effect
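THP-1 cells pretreated 1 hr with compounds (up to 57.5 uM final), then stimulated with LPS (250 ng/mL final) plus ATP (1.25 mM final); secreted IL-1B measured by AlphaLISA after 16 hr, decreased signal indicating inhibition.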
ATXN2 expr inh: inhibitors of ATXN2 expression; 360,000 tested, 0.72% active; HEK-293 ATXN2-luciferase reporter, luminescence, 24 h; Potency, µM (highest dose often 57 µM), inactives show top-dose activity change, negative = inhibition, actives largely listed as inhibitors; note: potency is the fitted concentration of half-maximal effect; % is set by controls: 0 for no effect and ±100 for the full control effect; nearly all actives have a fitted effect of over 55% in size
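qHTS (up to 57 uM final) was run with 24 h compound exposure of reporter cells at 37 °C. Each well was multiplexed: SteadyGlo luminescence measured ATXN2-luciferase expression after a fluorogenic Gly-Phe-AFC viability readout (25 uM final).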
Nrf2 inh: inhibitors of Nrf2 signaling; A549 ARE-Fluc reporter, luciferase luminescence, 18-24 h; Potency, µM (titrated, usually from 46 µM), for the others: top-dose activity change, negative = inhibition, most hits filed as inhibitors; 360,000 tested, 2.1% active; note: potency is the fitted concentration of half-maximal effect; % is set by controls: 0 for no effect and ±100 for the full control effect; nearly all actives have a fitted effect of over 60% in size
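Quantitative HTS in A549 cells stably bearing an antioxidant response element-firefly luciferase construct. Inhibition of Nrf2-driven transcription was scored by luminescence after 18-24 h of compound exposure at 37 °C.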
S2 tox: cell viability loss in ATXN counter-screen; S2 cells (HEK-293 line with an ATXN2-luciferase reporter) viability, CellTiter-Fluor protease fluorescence, 24 h; Potency, µM (top dose mostly 56.7 µM), usual class: cytotoxic; 400,000 tested, 0.49% active; note: potency is the fitted concentration of half-maximal effect; nearly all actives have a fitted effect of over 40% in size
TGFb SMAD3 inh: inhibitors of TGF-b signaling; Potency, µM (top dose mostly 46.1 µM), without a hit: top-dose activity, negative = inhibition, most hits filed as inhibitors; HepG2 CAGA-GFP TGF-b/SMAD3 reporter, GFP fluorescence, 18 h; TGF-beta stimulated, 500 pg/mL final; 410,000 tested, 1.2% active; note: potency is the fitted concentration of half-maximal effect; % is set by controls: 0 for no effect and ±100 for the full control effect; nearly all actives have a fitted effect of over 65% in size
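HEPG2 CAGA-GFP, 1000 cells/well; 2 h settle, 37 C; cpd via pin tool; TGF-b 500 pg/mL final; 18 h, 37 C; GFP imaging ex488/em500-530; %Activity normalised to -TGF-b and +DMSO controls; CRC fit, curve class.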
HepG2 tox: counter-screen for TGF-b inhibitors: cytotoxicity in HepG2 cells. HepG2 CAGA-GFP viability, ATP luminescence, 18 h. Potency, µM (series often up to 46.1 µM), for inactives: at the top dose activity change, negative = cytotoxicity, usual class: cytotoxic. 410,000 tested, 0.76% active; note: potency is the fitted concentration of half-maximal effect; some results filed as inactive show a strong effect at the top dose
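CellTiter-Glo luminescence gave cytotoxicity after 18 hours at 37 degrees C. The cells were HepG2 CAGA-GFP in 1% FBS DMEM, stimulated with 500 pg/mL TGF-beta after compound addition. %Activity was normalised to no-cell wells (complete cell-killing) and DMSO (no toxicity), and curves were fitted and classified.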
* marks the source's active call; other numbers are inactive results; i = inactive; ? = inconclusive; . = not tested or not shown; & = joins results of further samples; [ ] = remark or other dose. Unless noted, calls come from the whole dose curve; as a rule, active = well fitted curve in the direction sought with a large enough effect; inconclusive = small, poorly fitted or top-dose-only effect, or another doubt; inactive = no such curve, though single readings can be large; an effect the other way counts as inactive or inconclusive.

SMILES	A549 tox	MCF10A rereplic	Nrf2 ARE act	IL1B secr inh	ATXN2 expr inh	Nrf2 inh	S2 tox	TGFb SMAD3 inh	HepG2 tox
Cc1ccc(Nc2c([N+](=O)[O-])ccc3c2=NC2(CCCCC2)N=3)cc1	-24%	12%	1.8%	28	-24%	?	?	1%	-8%
COc1ccc2c(c1)c(C(=O)N/N=C/c1ccc(O)c(O)c1)c(C)n2C	1%	0%	-0.4%	34	-13%	0%	i	0%	-6%
CC1C(=O)N2CCCc3cc(S(=O)(=O)N4CCN(c5ccccc5F)CC4)cc1c32 (stereo not given)	-4%	18%	-0.5%	33	-11%	?	i	7%	8%
O=c1cc(N2CCCCC2)[nH]c(=O)n1C1CCCCC1	-15%	11%	-0.2%	7	7%	16%	i	-6%	-3%
Cn1c(=O)[nH]c2cc(Cl)cnc21	-2%	9%	-0.3%	15	-15%	.	i	49%[activator]	-1%
COc1ccc(OC)c(Nc2nc(-c3c(C)nc4ncccn34)cs2)c1	-1%	8%	9.7%	-15	8%	?	?	4%	-58%
CN1OC[C@@H]2CN(Cc3ccccc3)[C@H](c3cccc(-c4ccc(C#N)cc4)c3)C[C@@H]21	-1%	-14%	8.5%	?	-16%	-7%	i	10µM*	-30%
Cc1ccc2nc(/C(C#N)=N/O)[nH]c2c1	-3%	7%	2.8%	18	3%	?	i	-9%	-24%
C#CCNC(=O)C1=C[C@@H](c2ccc(Br)cc2)C[C@@H](OCc2ccc(CO)cc2)O1	2%	-18%	6.1%	22	5%	-2%	?	-11%	-23%
Oc1c(C(c2ccccc2)N2CCN(Cc3ccccc3)CC2)sc2ncnn12 (stereo not given)	12%	11%	0.4%	-12	-13%	-11%	i	-13%	-15%
CN=C(NC#N)SCC(=O)c1ccc(Cl)cc1Cl	-1%	9%	0.1%	-16	-15%	.	i	-24%	-20%
Cc1cc(C)cc(-n2c(C)cc(C(=O)CSc3nnnn3C)c2C)c1	1%	?	2.6%	-18	75%[activator]	2%	i	8%	-2%
CCOc1ccc(C(=O)Nc2nnc(S(=O)(=O)Nc3ccccc3C)s2)cc1	7%	1%	-1.1%	18	-8%	1%	i	-1%	-9%
COCCn1c(SCC(=O)N2CCc3ccccc3C2)nc2cc(Cl)ccc2c1=O	-11%	12%	-0.2%	-76*	-8%	1%	?	-10%	-5%
CC(C)(C)OC(=O)N1CCC(c2cc(=O)n3[nH]c(-c4ccc(Cl)cc4)cc3n2)CC1	0%	4%	-0.6%	5	4%	-20%	i	8%	-12%
COc1ccc2oc(C(=O)OC(C)C(=O)N3CCC(C)CC3)c(C)c2c1 (stereo not given)	-21%	1%	2.4%	-3	-26%	?	?	1%	-47%
O=C(C1CC1)N1CCN=C1SCc1cccc(F)c1	4%	-1%	-0.1%	-25	2%	-13%	i	-25%	-55%
O=C(NNC(=S)NC(=O)c1cccc([N+](=O)[O-])c1)c1ccc(O)cc1	-14%	16%	0.8%	15	3%	2%	i	9%	9%
Cc1cc(=O)[nH]c2nnc(SCC(=O)Nc3ccc(OC(F)(F)F)cc3)n12	4%	.	0.4%	.	.	.	.	-6%	-4%
CCN(CC)CCOC(=O)c1ccc(NC(=O)CSc2cc(=O)n(CC)c3ccccc23)cc1	15%	.	?	.	18%	?	i	-23%	-56%
COc1cccc(OCc2cc(C(=O)NC3CCOCC3)no2)c1	4%	8%	0.2%	-3	44%[activator]	?	i	-12%	-19%
CCOc1cc(C(=O)Nc2ncn[nH]2)cc(OCC)c1OCC	-4%	0%	-0.2%	20	15%	-7%	i	9%	4%
CC1CCN(C(=O)C(=O)Nc2sc3c(c2C(=O)O)CC(C)(C)OC3)CC1	1%	28%	-0.5%	22	10%	-11%	i	-9%	5%
CCOc1ccccc1NC(=O)CN(c1ccc(OC)cc1)S(=O)(=O)c1c(C)[nH]c(=O)[nH]c1=O	-2%	-15%	-0.4%	30	16%	4%	i	1%	-3%
COc1ccc(-c2c(=O)n(OCc3ccccc3[N+](=O)[O-])c3ccccc3[n+]2[O-])c(OC)c1	-15%	11%	8.4%	-9	-17%	-22%	i	-10%	-8%
COc1cc(/C=C(\C#N)c2nc3ccccc3s2)ccc1OCC(=O)Nc1ccccc1	-9%	6.5µM*	6.9%	34	?	-6%	.	-3%	-29%
O=C(Nc1ccc(F)cc1F)c1cc(S(=O)(=O)N2CCCCC2)c[nH]1	-5%	.	-1.2%	.	-27%	-14%	?	13%	-19%
O=[N+]([O-])c1ccc(N2CCCCC2)s1	-13%	-1%	-0.2%	-15	4%	11%	i	-2%	-2%
COc1ccc(C(=O)NC2CCCCC2)cc1S(=O)(=O)N1CCOCC1	0%	-17%	0.5%	-14	-12%	6%	i	9%	-5%
O=C(Nc1ccc(NS(=O)(=O)c2ccccc2)cc1)c1cccnc1	-4%	-8%	5.1%	9	0%	?	i	11%	11%
O=c1cc(CSc2nnc(Nc3ccccc3F)s2)nc2sccn12	?	?	3.6%	-9	?	?	?	-21%	-15%
Cc1cc(C)cc(C(=O)NCC(=O)OCc2nc(N)nc(Nc3ccccc3C)n2)c1	0%	3%	-0.8%	-7	.	8%	?	7%	-26%
COc1ccc(CN2C(=O)c3ccccc3C2c2nnnn2C(C)C)cc1 (stereo not given)	.	.	0.0%	23	15%	.	i	.	.
O=C(NCCc1cccc(F)c1)C1CCN(S(=O)(=O)c2ccc(F)cc2)CC1	2%	0%	-0.3%	5	0%	2%	i	9%	-6%
COc1ccc(CC(=O)Nc2nnc(SCC(=O)NCc3ccco3)s2)cc1OC	-8%	5%	-0.4%	11	19%	-26%	i	-3%	15%
O=C(NC1CCCCC1)C1CCC(CNS(=O)(=O)c2ccccc2)CC1 (stereo not given)	1%	-4%	0.0%	-6	1%	11%	i	6%	1%
O=C(NCc1ccc(C(F)(F)F)cc1)C1CC(c2ccccc2C(F)(F)F)=NO1 (stereo not given)	6%	0%	0.4%	-21	-19%	-16%	i	-17%	-35%
CC(C)C(=O)c1c(C(C)C)nn2ccccc12	-1%	?	2.6%	23	-4%&7%	?	i	18%	5%
COc1cccc(-c2nc(CS(=O)(=O)CC(=O)N3CCN(C)CC3)c(C)o2)c1	-2%	0%	-0.3%	25	7%	-6%	i	8%	7%
Cc1csc(NC(=O)CSc2nnc(NC(=O)NC(C)(C)C)s2)n1	3%	1%	3.1%	32	43%[activator]	-15%	?	?	-2%
CC(=O)Nc1ccc(N(C(=O)CNC(=O)c2ccco2)C(C(=O)NCC2CCCO2)c2ccccc2)cc1 (stereo not given)	-5%	-11%	-0.4%	10	-6%	-2%	i	18%	3%
Cc1ccc(N=C2S/C(=C/c3cccc(OCC(=O)O)c3)C(=O)N2C)cc1C	1%	?	-1.2%	9	-12%	-6%	i	-5%	-20%
Cc1ccc(OCCOCCOc2ccc(Br)cc2/C=N\NC(=O)c2ccncc2)cc1	11%	21µM*	-0.4%	29	-24%	8%	i	-17%	-11%
Cc1ccc(NC(=O)C(=O)NCCOc2ccccc2Cl)cc1	?	?	1.2%	-9	9%	?	i	-13%	-15%
CS(=O)(=O)N1CCC(C(=O)Nc2ccc3c(c2)OCCO3)CC1	-4%	-4%	-0.9%	0	10%	2%	i	5%	5%
COc1ccccc1OCCCn1c(C2CC(=O)N(c3ccc(F)cc3)C2)nc2ccccc21 (stereo not given)	0%	.	-0.1%	.	5%	16%	i	?	-6%
CN(n1cnc2ccccc2c1=O)S(C)(=O)=O	-5%	-4%	-0.1%	23	13%	-15%	i	-24%	-32%
CCCc1nnc(NC(=O)Nc2ccccc2OC)s1	2%	0%	5.1%	-3	44%[activator]	10%	i	-3%	-12%

Single records, from the list above. Order of screens: A549 tox | MCF10A rereplic | Nrf2 ARE act | IL1B secr inh | ATXN2 expr inh | Nrf2 inh | S2 tox | TGFb SMAD3 inh | HepG2 tox
Shown for `CC(=O)Nc1ccc(N(C(=O)CNC(=O)c2ccco2)C(C(=O)NCC2CCCO2)c2ccccc2)cc1` (stereo not given) : -5% | -11% | -0.4% | 10 | -6% | -2% | i | 18% | 3%
Shown for `CC(C)C(=O)c1c(C(C)C)nn2ccccc12` : -1% | ? | 2.6% | 23 | -4%&7% | ? | i | 18% | 5%
Shown for `COc1cccc(-c2nc(CS(=O)(=O)CC(=O)N3CCN(C)CC3)c(C)o2)c1` : -2% | 0% | -0.3% | 25 | 7% | -6% | i | 8% | 7%
Shown for `Cc1ccc(OCCOCCOc2ccc(Br)cc2/C=N\NC(=O)c2ccncc2)cc1` : 11% | 21µM* | -0.4% | 29 | -24% | 8% | i | -17% | -11%

More results.
SMILES	A549 tox	MCF10A rereplic	Nrf2 ARE act	IL1B secr inh	ATXN2 expr inh	Nrf2 inh	S2 tox	TGFb SMAD3 inh	HepG2 tox
O=C(CSCC(=O)N1CCCCC1)OCC(=O)c1c[nH]c2ccccc12	0%	6%	-0.2%	13	7%	6%	i	8%	-10%
CC(C)Cc1c(O)nc(SCC(=O)Nc2ccc3c(c2)CCC3)[nH]c1=O	4%	?	-0.2%	32	23%	19%	i	-12%	-3%
O=C(C1CCN(Cc2cccs2)CC1)N1CCN(Cc2ccc3c(c2)OCO3)CC1	1%	?	0.4%	-3	-21%	5%	i	-8%	-30%
COc1ccccc1NC(=S)N(CCCN1CCOCC1)Cc1cn(C)c2ccccc12	-7%	9%	-0.9%	-8	?	-18%	i	0%	-4%
COc1ccccc1CC(=O)N1CCN(c2ccc([N+](=O)[O-])cc2)CC1	-30%	11%	-0.7%	?	-32%	-18%	i	?	-28%
CCc1c(O)nc(SCC(=O)N2CCCCC2)n(-c2ccccc2C)c1=O	2%	2%	-0.5%	9	6%	10%	i	5%	35%
COc1ccc(NC(=O)c2ccccc2OCc2ccc(F)cc2)c(OC)c1	-11%	?	3.3%	3	-1%	-11%	i	2%	0%
COC(=O)c1ccccc1NC(=O)C1=CC(c2cccs2)=NS(=O)(=O)N1C	-10%&1%	7%	4.9%&6.6%	15	-17%&-10%	?	i	?	-20%&-21%

Rows are unselected (roughly 8.8% active in at least one column).
